Compound activity (PubChem)
GAA850 FXN act = FXN promoter activators, primary screen, cell-based, luciferase luminescence, HEK293 lucGAA850. actives 0.56% (n = 360,000). AID 540364, 2011. HEK293 lucGAA850 FXN promoter luciferase reporter, 24 h; percent of 10 µM SAHA response. activation, % at 6 µM;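 active = activation above the average of all compounds screened plus 3 SD, cutoff fixed separately per campaign, cut at about 7.5% in these data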;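 also: 0% = DMSO wells and 100% = 10 µM SAHA wells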
PLCb3 inh = human PLC-beta3 inhibitors, primary screen, biochemical, fluorescence. actives 0.18% (n = 370,000). AID 720704, 2013. Purified PLC-beta3, fluorogenic substrate. inhibition, % at 12.2 µM; in the data active = inhibition above about 11%;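 also: 0% = median of compound wells on plate and 100% = full blocker control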
ssDAF12 agonist = S. stercoralis DAF-12 nuclear receptor activators, primary screen, cell-based, luminescence, HEK293, GRIP1 co-expression, lit1-tk-luc; Nuclear hormone receptor DAF-12 (Strongyloides stercoralis); HEK293 ssDAF-12/GRIP1 lit1-tk-luc reporter; % of 3 µM dafachronic acid response; activation, % at 6.8 µM; actives 1% (n = 370,000); AID 652126, 2013;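 active = activation above the mean over all tested compounds plus 3 SD, cut at about 0.9% in these data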;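 also: 0% = DMSO-only wells and 100% = 3 µM delta7-dafachronic acid wells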
ADAM17 inh = ADAM17 inhibitors, primary screen, biochemical, QFRET; actives 0.83% (n = 370,000); Disintegrin and metalloproteinase domain-containing protein 17 (Homo sapiens), P78536; recombinant ADAM17, EDANS/DABCYL FRET peptide cleavage; inhibition, % at 6.95 µM;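 active = inhibition above the mean of compounds lying between control limits plus 3 SD, set per campaign, cut at about 8.5% in these data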;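 also: 0% = DMSO-only wells as the low control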
sPLA2-III inh = human group III sPLA2 inhibitors, primary screen, biochemical, QFRET, BODIPY PC-A2 liposome substrate; QFRET BODIPY PC-A2 liposome hydrolysis, fluorescence; inhibition, % at 12.2 µM; actives 0.56% (n = 370,000); AID 743126, 2013;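 active = inhibition above mean plus 3 SD of compounds lying within the high and low control bounds, cut at about 19% in these data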;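 also: 0% = median of test compound wells and 100% = no enzyme DMSO wells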
Target sequence (Q9NZ20 whole entry, looked up): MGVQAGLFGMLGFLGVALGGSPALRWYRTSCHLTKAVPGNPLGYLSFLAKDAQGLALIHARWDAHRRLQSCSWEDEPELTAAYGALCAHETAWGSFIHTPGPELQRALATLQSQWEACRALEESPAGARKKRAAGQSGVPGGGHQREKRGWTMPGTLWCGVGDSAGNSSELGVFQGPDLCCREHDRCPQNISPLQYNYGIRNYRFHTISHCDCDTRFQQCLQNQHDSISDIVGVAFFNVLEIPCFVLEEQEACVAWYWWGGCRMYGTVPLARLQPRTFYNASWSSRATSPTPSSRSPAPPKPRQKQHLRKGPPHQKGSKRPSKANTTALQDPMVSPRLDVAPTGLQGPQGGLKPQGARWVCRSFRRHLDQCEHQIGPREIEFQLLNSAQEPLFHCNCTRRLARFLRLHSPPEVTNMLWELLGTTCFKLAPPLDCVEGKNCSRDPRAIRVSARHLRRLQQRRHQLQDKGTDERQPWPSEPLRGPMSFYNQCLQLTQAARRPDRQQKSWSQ
DAX1 inh-1 = DAX1 (NR0B1) inhibitors, primary screen, cell-based, HEK293, Gal4-DAX1, luciferase luminescence; actives 0.99% (n = 340,000); AID 504766, 2011; HEK293 Gal4-DAX1 luciferase reporter; inhibition, % at 6.75 µM;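 active = inhibition above the mean over all tested compounds plus 3 SD, cut at about 4.2% in these data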;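 also: 0% = DAX1-transfected cells with DMSO and 100% = empty-vector control cells with DMSO; inhibition shows as a rise in luminescence from relieved DAX1 repression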
Target sequence (P51843 207-470 limits assumed): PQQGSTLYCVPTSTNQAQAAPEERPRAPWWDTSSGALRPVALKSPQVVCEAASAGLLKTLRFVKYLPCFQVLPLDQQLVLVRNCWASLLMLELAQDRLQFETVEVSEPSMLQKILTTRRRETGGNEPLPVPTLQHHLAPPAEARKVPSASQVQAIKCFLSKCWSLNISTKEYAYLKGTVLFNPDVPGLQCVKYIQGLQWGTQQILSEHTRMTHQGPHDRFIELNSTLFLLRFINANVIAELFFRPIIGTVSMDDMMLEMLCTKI
PLCg1 inh = PLC-gamma1 enzyme inhibitors, primary screen, biochemical, fluorescence, purified enzyme | 1-phosphatidylinositol 4,5-bisphosphate phosphodiesterase gamma-1 (Homo sapiens), P19174 | fluorogenic substrate | inhibition, % at 12.2 µM | actives 0.84% (n = 370,000); in the data active = inhibition above about 9.5%
hgDAF-12 ag = H. glycines DAF-12 receptor agonists, primary screen, cell-based, luminescence, HEK293, GAL4 fusion, UAS-luciferase; Nuclear hormone receptor DAF-12 (Heterodera glycines), GAL4 fusion; HEK293 GAL4-hgDAF12 UAS-luciferase reporter, agonist luminescence; normalized to butyrate control; activation, % at 6.8 µM; actives 1.8% (n = 370,000);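 active = activation above a cutoff set at the mean of all screened compounds plus 3 SD, cut at about 10% in these data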;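 also: 0% = DMSO wells and 100% = sodium butyrate wells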
hcDAF12 agonist = H. contortus DAF-12 nuclear receptor activators, primary screen, cell-based, luminescence, HEK293, lit1-tk-luc reporter; AID 652067, 2013; actives 1.4% (n = 370,000); activation, % at 6.8 µM; HEK293 hcDAF-12 lit1-tk-luc reporter; 0% DMSO, 100% Δ7-dafachronic acid;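 active = activation above the mean of all tested compounds plus 3 SD, cut at about 5.5% in these data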;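 also: 100% = response to 3 µM Δ7-dafachronic acid high control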
DAX1 inh-2 = DAX1 (NR0B1) inhibitors on StAR promoter, primary screen, cell-based, luminescence, SF-1 (NR5A1), full-length DAX-1; inhibition, % at 6.8 µM; HEK293T StAR-luciferase reporter, SF-1/DAX-1 repression relief; actives 1.1% (n = 370,000); AID 652010, 2013;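 active = inhibition above the mean over all tested compounds plus 3 SD, cut at about 3.6% in these data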;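 also: 0% = DAX-1 cells with DMSO and 100% = cells lacking DAX-1 with DMSO; higher inhibition means more luminescence from relief of DAX-1 repression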
ADAM10 inh = human ADAM10 inhibitors, primary screen, biochemical, QFRET, HTS. actives 0.62% (n = 370,000). recombinant ADAM10, EDANS/DABCYL FRET peptide cleavage, 3 h. inhibition, % at 7 µM. Disintegrin and metalloproteinase domain-containing protein 10 (Homo sapiens), O14672. AID 720582, 2013;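 active = inhibition above a per-campaign cutoff equal to the mean of compounds falling between control-based bounds plus 3 SD, cut at about 20% in these data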;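 also: 0% = DMSO wells while the 100% control is not disclosed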
* marks the source's active call; other numbers are inactive results; i = inactive; / = not tested or not shown.

Fields – GAA850 FXN act	PLCb3 inh	ssDAF12 agonist	ADAM17 inh	sPLA2-III inh	DAX1 inh-1	PLCg1 inh	hgDAF-12 ag	hcDAF12 agonist	DAX1 inh-2	ADAM10 inh
COc1ccc2cc(C(C)C(=O)Nc3cccc(S(=O)(=O)N(C)C)c3)ccc2c1 (stereo not given)
    0.3	-7	-1.6	7	-42	-0.5	-2	-1.2	-1.6	-0.9	18
COc1cc(F)ccc1S(=O)(=O)N1CCN(C23CC4CC(CC(C4)C2)C3)CC1
    0.1	3	0.2	0	-15	3.1	1	-2.4	0.3	-0.8	8
Cc1ccc(-c2nnc3c(C(F)(F)F)nc4ccccc4n23)cc1
    -0.4	-147	-1.2	-24	9	0.5	-105	0.0	-1.1	-0.4	-93
O=C(NCc1nnc(SCC(=O)N2CCCC2)o1)c1c(F)cccc1F
    0.3	-8	-1.2	-4	11	0.9	0	-0.1	-0.6	-0.8	-16
COc1ccccc1NC(=O)N1CCN(C(=O)c2ccco2)CC1
    -0.7	0	-1.3	-2	1	0.5	1	-0.6	0.0	0.1	-4
C[C@@H]1C[C@H]2[C@@H]3C[C@H](F)C4=CC(=O)C=C[C@]4(C)[C@@]3(Cl)[C@@H](O)C[C@]2(C)[C@H]1C(=O)COC(=O)C(C)(C)C
    2.4	0	-1.4	-5	0	-0.2	-1	-4.4	0.0	-0.4	-6
Cc1ccc(C(=O)COC(=O)c2c(C)cc(=O)oc2C)cc1[N+](=O)[O-]
    1.4	12*	-1.9	8	-27	0.4	7	-0.9	0.2	-0.4	7
C[C@@H]1CN([C@@H](C)CO)C(=O)CCCn2nncc2CO[C@H]1CN(C)S(=O)(=O)c1ccc(Cl)cc1
    2.2	-2	-1.1	-4	14	1.3	1	-1.2	-0.4	-0.2	-11
CC(=O)Nc1cccc(NC(=S)Nc2cccc(Cl)c2Cl)c1
    -0.5	0	-1.6	0	1	0.6	0	-2.8	-0.6	-0.1	2
CC12CCC(C(=O)NC3CCCC3)(CC1=O)C2(C)C (stereo not given)
    0.8	4	-1.1	1	2	-0.4	3	-4.1	-2.7	0.0	3
CCc1nn(CCCC(=O)NC2CCCCC2C)c(=O)c2cc3occc3n12 (stereo not given)
    1.7	-3	-0.9	-7	-13	-0.6	-5	0.8	1.1	1.1	-15
CCCNC(=O)NC(=O)CSc1nncs1
    2.6	6	-0.9	-3	-4	/	0	0.4	-1.5	-0.1	-6
CS(=O)(=O)Oc1ccc(Br)c2cccnc12
    0.2	0	-1.4	-1	-1	-0.9	5	-0.7	-0.6	-0.3	7
CCOc1ccc(NC(=O)CC2C(=O)N(CC)C(=S)N2NC(=O)c2ccncc2)cc1 (stereo not given)
    1.2	-3	-1.3	0	-7	0.5	6	1.7	-1.3	0.4	17
COc1ccc(OCCC(=O)OCC(=O)NC(=O)NC(C)C)cc1
    -1.1	4	-1.1	2	-2	1.3	0	1.1	-0.1	0.1	-2
CCOC(=O)c1ccc(-c2c(-c3cc(OC)c(OC)c(OC)c3)noc2C)cc1F
    -1.2	-1	-0.7	-3	-4	-0.9	1	-1.9	0.3	-1.1	11
COC(=O)c1cnc(Oc2ccc(NC(=O)NC(=O)c3c(OC)cccc3OC)cc2)cc1C(F)(F)F
    -2.5	-4	-1.4	-5	2	1.9	0	2.2	-0.5	-0.8	-12
CCN(CC)c1cnn(C/C(=N\OC)c2ccc(Cl)cc2)c(=O)c1Br
    -1.1	1	-1.4	-4	5	-0.1	1	0.2	-2.7	-1.6	-1
CCOCCCn1c(SCC(=O)Nc2oc(C)c3c(C)n[nH]c(=O)c23)nnc1-c1ccncc1
    -0.9	-7	-0.7	-2	18	-0.8	1	-3.0	-0.3	0.0	-12
CCCCNC(=O)/C(=C/c1ccco1)NC(=O)c1ccco1
    -1.3	-7	-1.6	-7	10	1.6	-5	0.7	-0.5	0.2	-4
COC(=O)c1cc2c(s1)-c1ccccc1OC2
    1.9	i	0.0	i	16	0.5	i	3.9	8.9*	1.0	i
Cc1nn(C2CCS(=O)(=O)C2)c(C)c1CN(C)C(=O)c1ccc(S(=O)(=O)N(C)C)cc1 (stereo not given)
    -1.5	0	-1.8	-2	6	0.3	3	-0.5	-2.0	0.3	-4
COc1ccc(OC)c(-c2csc3nnc(SCC(=O)Nc4ccc(NC(C)=O)cc4)n23)c1
    -1.5	-3	-1.4	-5	-1	-0.4	-1	-0.9	-1.4	0.0	-7
O=C(Nc1cc(=O)[nH]c(=O)[nH]1)c1cccc(C(F)(F)F)c1
    -0.9	-2	-0.9	-3	5	0.8	-1	-0.1	-0.5	0.3	-16
Cc1cc(C)n(-c2ccc(C(=O)Nc3ccc4c(c3)OCCO4)cc2)n1
    -0.1	1	-1.2	-1	-2	-0.5	-3	1.7	-2.7	-0.6	-2
O=C(NC1CCCCCC1)C1CCN(C(=O)c2ccc(Cl)cc2)CC1
    -0.8	-6	-1.2	-5	4	0.0	-1	-2.3	-0.6	-1.4	-6
CCn1cc(S(=O)(=O)c2ccc(C)cc2)c(=O)c2cc(F)c(N3CCN(C)CC3)cc21
    -1.5	-61	-1.5	-54	-1	0.1	-38	1.7	1.7	0.9	-172
CC(C)[C@H](NC(=O)c1ccccc1)C(=O)OCC(=O)NCC1CCCO1 (stereo not given in full)
    -1.1	0	-0.7	-2	8	0.3	1	1.6	-1.8	1.6	-7
O=C(Oc1ccc(-c2ccccc2)cc1)C1C2CCCCC21 (stereo not given)
    2.1	4	-0.4	0	0	1.3	2	1.8	1.4	-0.3	-3
Cc1ccc(Cn2nc(C)c(NC(=O)C3(C)CC3(Br)Br)c2C)cc1 (stereo not given)
    -0.2	1	-0.1	-1	-4	0.1	-1	-2.4	-0.5	-0.3	0
Cc1ccc(N2CC(C(=O)Nc3ccc4c(c3)OCO4)CC2=O)cc1C (stereo not given)
    1.7	-6	-0.7	0	-5	0.4	-3	-2.4	-1.0	0.0	0
Cc1cc(Cl)ccc1C(=O)C1CCCN(C(=O)c2cnn(C(C)C)c2)C1 (stereo not given)
    0.4	-7	-0.4	-4	3	0.8	-1	-2.6	-0.3	-0.5	-4
CN(C)S(=O)(=O)c1ccc(N2CCCC2)c(C(=O)Nc2ccccc2F)c1
    0.1	-6	-1.1	-3	3	0.5	0	-0.3	-0.9	0.1	-9
COc1ccccc1C(=O)Nc1nnn(C)n1
    -1.7	-1	-0.7	-4	2	-0.4	0	0.4	-1.4	0.0	-5
CC(COc1cccc(C#N)c1)CN1CCC(C(O)(c2ccccc2)c2ccccc2)CC1 (stereo not given)
    /	9	-0.8	8	-10	/	5	0.4	1.1	0.8	8
O=C(/C=C/c1ccccc1)NC(=S)NNC(=O)c1cccnc1
    0.3	-11	-0.7	1	9	1.0	-11	5.8	-1.8	-1.1	7
COc1ccc(-c2[nH]ncc2N=Nc2ccccc2)cc1
    -1.2	4	-1.8	7	-13	-0.4	4	-1.6	-1.7	-0.7	12
O=C(O)c1ccc(-n2nc(C(F)(F)F)cc2-c2cccs2)cc1
    0.4	-9	-1.3	3	0	2.8	4	-1.9	1.4	0.2	5
O=C(CCCOc1ccccc1)N1CCc2ccccc2C1
    2.4	0	-0.4	2	-2	0.1	6	5.4	2.2	1.7	-1
COc1cccc(/C=C2\SC(=O)N(CC(=O)NC3C=CS(=O)(=O)C3)C2=O)c1 (stereo not given)
    6.2	-50	-0.7	-8	-9	-1.4	-35	-3.1	-1.8	-0.8	-19
CCOc1ccccc1OCCC(=O)NNC(=O)Cn1nc(C)cc1C
    1.7	2	-1.1	-2	3	-0.1	4	0.3	0.5	0.3	1
COC(=O)c1ccc(NC(=O)CCc2nnc3ccc(NCc4ccco4)nn23)cc1
    1.5	-21	-0.8	-6	-9	0.5	-1	-2.2	-0.3	0.4	-12
CCN(CC(=O)Nc1c(F)cccc1F)C(=O)c1ccc2ccccc2n1
    -0.3	3	-1.1	-3	6	-0.5	2	-1.4	0.1	0.1	-9
COc1cc(C2NC(=O)C(C#N)=C(S)N2c2ccccc2)ccc1OC(C)C (stereo not given)
    -0.3	-4	-1.4	1	5	-1.5	-2	-0.9	-1.0	0.1	-13
OC1(c2cccc(C(F)(F)F)c2)CCN(c2ncnc3c2[nH]c2ccccc23)CC1
    1.6	-31	-1.5	-12	-16	-2.2	-23	-6.6	-1.5	-2.5	-54

A few values from above:
`O=C(O)c1ccc(-n2nc(C(F)(F)F)cc2-c2cccs2)cc1` @ DAX1 inh-2 = 0.2
`COc1cc(C2NC(=O)C(C#N)=C(S)N2c2ccccc2)ccc1OC(C)C` (stereo not given) @ ssDAF12 agonist = -1.4

Further results follow.
Fields – GAA850 FXN act	PLCb3 inh	ssDAF12 agonist	ADAM17 inh	sPLA2-III inh	DAX1 inh-1	PLCg1 inh	hgDAF-12 ag	hcDAF12 agonist	DAX1 inh-2	ADAM10 inh
Fc1ccccc1N1CCN(C(c2ccnc3ccccc23)c2nnnn2-c2ccc3c(c2)OCCO3)CC1 (stereo not given)
    /	0	-0.8	1	-12	/	-2	-0.6	2.9	-1.2	8
CCOC(=O)C[C@H]1c2cc(F)ccc2S(=O)(=O)N1Cc1ccc(OC)cc1
    -1.2	0	-1.0	-4	-3	0.0	0	-1.9	-2.2	0.1	-4
COC(=O)C1=C(C)NC(c2c(O)ccc3ccccc23)C(C(=O)OC)=C1C (stereo not given)
    3.1	4	-1.0	5	1	1.9	6	3.3	0.2	0.9	6
Cc1ccccc1OCCCN1CCC(C(O)(c2ccccc2)c2ccccc2)CC1
    /	8	-0.5	6	-20	/	2	0.0	-1.9	-0.5	9
COC(=O)c1cncn1Cc1ccccc1
    0.6	0	-0.9	-2	8	1.0	5	-1.5	-0.3	-0.3	-14
CCOC(=O)N1CCN(C(=O)c2ccc(N3CCCC3=O)cc2)CC1
    -1.2	-2	-1.1	-4	2	-0.2	-4	-1.0	-0.9	-0.5	-6
Cc1[nH]ncc1-c1ccccc1Cl
    -0.2	-5	-1.7	1	-2	1.7	2	-1.9	0.3	-0.6	-3
